From PubChem
ZTA DNA inh = counter-screen for EBNA-1 inhibitors: inhibitors of Epstein-Barr virus ZTA; P03206; ZTA-DNA binding, fluorescence polarization; 0.15% of 320,000 active; inhibition, % at 11 µM; AID 2234; in the data active = inhibition above about 33%
Target sequence (P03206 whole entry, looked up): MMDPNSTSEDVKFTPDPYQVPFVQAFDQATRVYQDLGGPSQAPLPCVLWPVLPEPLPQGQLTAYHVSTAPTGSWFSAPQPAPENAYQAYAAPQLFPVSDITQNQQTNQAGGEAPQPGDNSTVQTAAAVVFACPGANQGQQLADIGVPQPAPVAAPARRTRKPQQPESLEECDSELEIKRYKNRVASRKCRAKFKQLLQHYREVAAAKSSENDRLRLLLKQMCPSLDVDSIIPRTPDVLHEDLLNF
EBNA-1 inh = blocks EBNA-1 binding to DNA; EBNA-1 DNA binding, fluorescence polarization; inhibition, % at 14.8 µM; 0.34% of 300,000 active; AID 1950; in the data active = inhibition above about 28%
PAFAH1B3 inh = PAFAH1B3 (human) inhibition. AID 492972. Q15102. recombinant PAFAH1B3, FP-rhodamine probe, fluorescence polarization. inhibition, % at 3.39 µM. 0.28% of 340,000 active;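 active = inhibition above the screen-wide average of all tested compounds plus 3 SD, cut at about 25% in these data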;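 also: 0% = enzyme with DMSO only and 100% = wells lacking PAFAH1B3 protein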
Target sequence (Q15102 whole entry, looked up): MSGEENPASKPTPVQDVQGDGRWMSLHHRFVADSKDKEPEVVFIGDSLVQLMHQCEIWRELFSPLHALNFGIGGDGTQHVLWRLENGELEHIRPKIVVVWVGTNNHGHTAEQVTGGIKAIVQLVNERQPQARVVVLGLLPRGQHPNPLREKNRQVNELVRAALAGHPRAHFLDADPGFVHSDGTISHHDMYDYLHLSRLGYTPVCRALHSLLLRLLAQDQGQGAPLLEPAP
PREPL inhibitor = inhibits the human prolyl oligopeptidase-like enzyme; recombinant PREPL, fluorescence polarization activity-based probe; inhibition, % at 5.96 µM; 0.68% of 320,000 active; in the data active = inhibition above about 43%;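 also: 0% = enzyme with DMSO and 100% = wells lacking enzyme; many of its hits are not listed in these tables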
PAFAH2 inh = inhibitors of human PAFAH2. inhibition, % at 3.39 µM. recombinant PAFAH2, FP-rhodamine activity probe, fluorescence polarization. Q99487. 0.99% of 340,000 active;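 active = inhibition above the mean over all tested compounds plus 3 SD, cut at about 30% in these data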;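 also: inhibitors block probe labeling of enzyme so polarization drops; 0% = enzyme with DMSO and 100% = wells lacking PAFAH2 protein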
LYPLA1 counter = LYPLA1 (human) inhibition in PME1 counter-screen; O75608; recombinant LYPLA1, FP-Rh probe fluorescence polarization; inhibition, % at 5.9 µM; 0.16% of 320,000 active; AID 2174;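 active = inhibition above the mean of all tested compounds plus 3 SD, set per campaign, cut at about 14% in these data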;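 also: inhibitors block serine hydrolase probe labeling of LYPLA1 so polarization falls; 0% = enzyme with DMSO and 100% = wells lacking LYPLA1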
pPAFAH inh = inhibitors of human plasma PAF acetylhydrolase (pPAFAH); Q13093; recombinant pPAFAH, FP-rhodamine probe fluorescence polarization; 1.5% of 330,000 active; AID 463082; inhibition, % at 3.39 µM;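 active = inhibition above the mean inhibition across the screen plus 3 SD, cut at about 25% in these data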;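 also: inhibitors block binding of the rhodamine activity-based probe so polarization drops; 0% = enzyme with DMSO and 100% = wells lacking pPAFAH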
Target sequence (Q13093 whole entry, looked up): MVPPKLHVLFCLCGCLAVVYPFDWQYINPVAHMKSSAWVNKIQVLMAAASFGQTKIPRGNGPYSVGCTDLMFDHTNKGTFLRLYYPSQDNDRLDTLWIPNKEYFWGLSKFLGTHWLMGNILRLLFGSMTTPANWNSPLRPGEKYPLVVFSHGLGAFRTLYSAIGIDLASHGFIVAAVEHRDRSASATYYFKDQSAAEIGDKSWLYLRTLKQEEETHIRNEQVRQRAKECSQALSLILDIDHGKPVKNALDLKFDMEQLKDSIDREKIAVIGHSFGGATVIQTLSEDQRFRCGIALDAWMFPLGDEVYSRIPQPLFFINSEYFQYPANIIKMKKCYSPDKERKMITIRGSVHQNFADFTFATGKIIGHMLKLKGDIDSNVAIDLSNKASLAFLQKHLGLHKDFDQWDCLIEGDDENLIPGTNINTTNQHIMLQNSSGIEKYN
LYPLA2 inh = LYPLA2 (human) inhibition in PME1 counter-screen | O95372 | recombinant LYPLA2, FP-Rh probe fluorescence polarization | inhibition, % at 5.9 µM | 0.38% of 320,000 active | AID 2177;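 active = inhibition above the screen-wide mean plus 3 SD, limit set per campaign, cut at about 26% in these data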;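 also: 0% = LYPLA2 with DMSO and 100% = wells lacking LYPLA2 enzyme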
PAFAH1B2 inh = blocks human PAF acetylhydrolase 1b catalytic subunit 2; P68402; recombinant PAFAH1B2, FP-rhodamine activity probe, fluorescence polarization; inhibition, % at 3.39 µM; 1.2% of 340,000 active; AID 492953;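 active = inhibition above the mean of all tested compounds plus 3 SD, cut at about 24% in these data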;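 also: 0% = enzyme with DMSO and 100% = wells lacking PAFAH1B2; many of its hits are not listed in these tables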
The depositor's hits bear a star; nt = not tested or not shown. Only part of the results is shown; rates above refer to the full screens.

SMILES	ZTA DNA inh	EBNA-1 inh	PAFAH1B3 inh	PREPL inhibitor	PAFAH2 inh	LYPLA1 counter	pPAFAH inh	LYPLA2 inh	PAFAH1B2 inh
COc1ccc(Cc2nnc(NCCO)[nH]c2=O)cc1OC	6	4	-7	-1	7	1	7	3	0
CCOc1ccccc1-n1c(=S)sc2c(=O)n(-c3ccc(F)cc3)c(SCC(=O)O)nc21	-11	-2	9	0	3	0	-3	0	2
CCc1cccc(CC)c1NC(=S)NCC(c1cccnc1)N(C)C (stereo not given)	-30	-2	3	12	5	-3	-2	2	0
O=C(NCCc1ccccc1)c1cc(=O)c2ccccc2o1	-6	1	5	2	-5	-3	3	-1	-2
Cc1oc(-c2ccccc2F)nc1CS(=O)(=O)CC(=O)NCCCc1ccccc1	8	-3	-5	-13	4	-1	-2	0	9
COc1ccc2[nH]c(=O)c(CN(CCc3ccccc3)C(C)=O)cc2c1	-3	-12	7	-1	8	-4	1	-9	2
COc1nc(NCc2ccco2)nc(N2CCC(C)CC2)n1	2	-5	4	2	0	-1	6	4	-3
Cc1cc2oc(C(=O)N(Cc3ccc(N(C)C)cc3)CC3CCCO3)c(C)c2cc1C (stereo not given)	-5	-3	2	4	-2	-3	8	-4	-1
COc1ccc(C2NC(=O)c3ccccc3O2)c(OC)c1OC (stereo not given)	-12	-4	5	10	-4	4	2	3	5
CSc1ccc(CCNC(=O)CCc2nnc3ccc(NCCCN4CCCC4=O)nn23)cc1	1	4	8	23	-5	2	11	4	-3
Cc1ccc(C(=O)CCC(=O)N(C)CC(=O)Nc2ccccc2Br)cc1	2	8	-2	0	2	-4	1	-3	0
Cc1nc2nc(C)c(CCC(=O)N3CCOCC3)c(C)n2n1	-7	-5	3	12	5	0	1	2	2
CN(C)c1nnnn1-c1ccc(Oc2ncc(C(F)(F)F)cc2Cl)cc1	0	2	0	-1	2	-1	6	-2	4
COc1cc(C2C(C#N)=C(N)N(c3cccnc3)C3=C2C(=O)CC(C)(C)C3)ccc1O (stereo not given)	-1	-2	9	7	9	0	4	7	3
Cc1ccc(CN(C)C(=O)C2CCC(=O)N(CC3CCCCC3)C2)o1 (stereo not given)	1	-6	1	3	1	3	1	-8	0
O=S(=O)(O)c1nc2ccccc2n1Cc1ccccc1	4	0	10	6	-10	1	-4	6	4
COc1ccccc1C(=O)N1CCNC(=O)C1CC(=O)Nc1ccc(Cl)cc1 (stereo not given)	-4	1	0	10	8	1	-1	7	2
CC1CN=C(Nc2cccc(S(=O)(=O)N(C)C)c2)S1 (stereo not given)	-11	7	1	1	2	5	4	2	6
CC(C)CN(C(=O)CSc1nc2ccccc2[nH]1)C1CCS(=O)(=O)C1 (stereo not given)	nt	nt	-2	16	-1	nt	-2	nt	0
CN1CCN(c2ccc(S(=O)(=O)N3CCCCC3)cc2NC(=O)COc2ccc([N+](=O)[O-])cc2)CC1	1	-3	6	10	9	0	3	3	-1
COc1ccc(NC(=O)Cc2nnc(SCC(=O)NC3CCCC3)n2C)cc1	-18	3	5	7	-7	4	1	6	1
O=C(NCCCN=C1NS(=O)(=O)c2ccccc21)c1ccco1	-15	2	-12	-2	4	-2	2	5	2
Cc1ccc(Cn2c(C)c3cnn(CC(=O)NC4CCCC4)c(=O)c3c2C)cc1	2	-9	2	27	6	-2	1	-4	3
COc1ccc(OC)c(S(=O)(=O)N2CCC(C(=O)NC3CCCC3)CC2)c1	-6	12	2	-1	-4	-2	0	1	7
Cn1cc(C(=O)C(=O)N2CCc3ccccc32)c2ccccc21	-12	-6	10	-2	-3	0	1	1	1

Other entries:
SMILES	ZTA DNA inh	EBNA-1 inh	PAFAH1B3 inh	PREPL inhibitor	PAFAH2 inh	LYPLA1 counter	pPAFAH inh	LYPLA2 inh	PAFAH1B2 inh
CCOc1ccc2nc(-c3ccccc3)nc(SCC(=O)Nc3ncc(C)s3)c2c1	-13	-2	6	7	3	-3	0	-2	3
Cc1ccc(NC(=O)COC(=O)c2cc(=O)c3ccccc3o2)cc1F	12	nt	-5	-1	1	0	2	-1	-3
O=C(C[n+]1ccn(-c2ccccc2)c1)c1ccc([N+](=O)[O-])cc1	-24	5	3	17	-3	5	-1	9	-3
COc1ccc(CN(CC(=O)NCCC(C)C)C(=O)CCC(=O)Nc2nccs2)cc1	-23	-5	5	12	12	1	-4	0	7
Clc1ccc(-c2cc(CN3CCCCC3)no2)cc1Cl	11	9	5	0	-1	-3	7	1	1
COc1cccc(-c2coc3c(C)c4oc(=O)c(CCC(=O)O)c(C)c4cc23)c1	9	10	1	-2	10	-10	25*	-1	6
Nc1ncc(Br)cc1S(=O)(=O)NCCC(=O)NCc1ccc(F)cc1	2	4	5	1	1	-5	-1	2	10
O=C(CCCn1c(=O)oc2ccccc21)N1CCc2ccccc2C1	4	3	-3	-1	1	2	-3	-3	5
CCOc1ccccc1NC(=S)N1CCC(NC(=O)C(C)(C)C)CC1	-14	-8	-1	9	-3	1	-4	-2	4
Cc1cc(OC(=O)c2ccccc2Br)cc(=O)n1C	-10	7	0	-9	2	1	-1	4	4
O=C(CSc1nc2c(c(=O)[nH]1)CCC2)Nc1ccc(F)cc1	-1	1	-2	4	-1	3	2	3	6
Cc1ccc(-c2nc3cccnc3s2)cc1NC(=O)c1ccco1	-10	-8	10	15	2	-1	-1	0	3
C=CCn1c(=N)c(C(=O)OCC)cc2c(=O)n3cccc(C)c3nc21	13	11	nt	13	nt	1	7	2	nt
CN(c1cccc(NC(=O)CN2C(=O)c3ccccc3S2(=O)=O)c1)S(C)(=O)=O	22	-8	1	-5	8	1	6	-3	2
CCOC(=O)Cn1c(-c2ccccc2)ccc(C#N)c1=O	3	-3	2	-4	-4	0	3	2	-2
O=C(/C(=N\O)n1cncn1)c1ccc(Cl)cc1Cl	10	2	-3	-9	7	-1	-1	-5	3
O=C(CSc1ccccc1)Nc1cccc(S(=O)(=O)N2CCCC2)c1	-3	0	7	1	2	0	1	6	1
O=C(NCCN1C(=O)S/C(=C\c2ccccc2F)C1=O)C1CCN(S(=O)(=O)c2cccs2)CC1	23	6	-1	18	-5	-4	4	-8	-3
COc1ccc(CCn2c(-c3cc([N+](=O)[O-])cc([N+](=O)[O-])c3)nc3nc4ccccc4nc32)cc1	1	-3	-4	-4	-5	0	1	1	-1
Cc1ccc(C)c(C(=O)COC(=O)c2ccccc2N2C(=O)C3C4CCC(C4)C3C2=O)c1 (stereo not given)	-3	-13	7	14	0	-3	-2	5	6
COc1ccc(OC)c(/C=C/C(=O)OCC(=O)N2CCCC2)c1	19	nt	6	4	1	-3	1	0	-2
CCN(CC)CCCN(Cc1cc2cc3c(cc2[nH]c1=O)OCO3)C(=O)Nc1ccccc1OC	4	-4	-7	4	6	-3	3	-2	5
COc1ccc(CCC(=O)NCc2cccc(C(F)(F)F)c2)cc1	8	2	4	0	4	1	4	13	11
COc1ccc(C(CC(=O)Nc2ccc(Cl)cc2F)NC(=O)C(F)(F)F)cc1 (stereo not given)	5	1	3	0	7	-1	0	-6	1
O=C(NCc1ccc(F)cc1)C1CCCN(S(=O)(=O)c2ccc(-n3cnnn3)cc2)C1 (stereo not given)	-3	16	-1	3	-7	1	6	3	3

17 entries already listed, sorted by molecular weight, lowest first:
SMILES	ZTA DNA inh	EBNA-1 inh	PAFAH1B3 inh	PREPL inhibitor	PAFAH2 inh	LYPLA1 counter	pPAFAH inh	LYPLA2 inh	PAFAH1B2 inh
CCOC(=O)Cn1c(-c2ccccc2)ccc(C#N)c1=O	3	-3	2	-4	-4	0	3	2	-2
O=C(/C(=N\O)n1cncn1)c1ccc(Cl)cc1Cl	10	2	-3	-9	7	-1	-1	-5	3
O=C(C[n+]1ccn(-c2ccccc2)c1)c1ccc([N+](=O)[O-])cc1	-24	5	3	17	-3	5	-1	9	-3
Clc1ccc(-c2cc(CN3CCCCC3)no2)cc1Cl	11	9	5	0	-1	-3	7	1	1
COc1ccc(OC)c(/C=C/C(=O)OCC(=O)N2CCCC2)c1	19	nt	6	4	1	-3	1	0	-2
Cc1cc(OC(=O)c2ccccc2Br)cc(=O)n1C	-10	7	0	-9	2	1	-1	4	4
O=C(CCCn1c(=O)oc2ccccc21)N1CCc2ccccc2C1	4	3	-3	-1	1	2	-3	-3	5
COc1ccc(CCC(=O)NCc2cccc(C(F)(F)F)c2)cc1	8	2	4	0	4	1	4	13	11
C=CCn1c(=N)c(C(=O)OCC)cc2c(=O)n3cccc(C)c3nc21	13	11	nt	13	nt	1	7	2	nt
CCOc1ccccc1NC(=S)N1CCC(NC(=O)C(C)(C)C)CC1	-14	-8	-1	9	-3	1	-4	-2	4
O=C(CSc1ccccc1)Nc1cccc(S(=O)(=O)N2CCCC2)c1	-3	0	7	1	2	0	1	6	1
CN(c1cccc(NC(=O)CN2C(=O)c3ccccc3S2(=O)=O)c1)S(C)(=O)=O	22	-8	1	-5	8	1	6	-3	2
Nc1ncc(Br)cc1S(=O)(=O)NCCC(=O)NCc1ccc(F)cc1	2	4	5	1	1	-5	-1	2	10
CCOc1ccc2nc(-c3ccccc3)nc(SCC(=O)Nc3ncc(C)s3)c2c1	-13	-2	6	7	3	-3	0	-2	3
COc1ccc(CN(CC(=O)NCCC(C)C)C(=O)CCC(=O)Nc2nccs2)cc1	-23	-5	5	12	12	1	-4	0	7
CCN(CC)CCCN(Cc1cc2cc3c(cc2[nH]c1=O)OCO3)C(=O)Nc1ccccc1OC	4	-4	-7	4	6	-3	3	-2	5
O=C(NCCN1C(=O)S/C(=C\c2ccccc2F)C1=O)C1CCN(S(=O)(=O)c2cccs2)CC1	23	6	-1	18	-5	-4	4	-8	-3

(more compounds)
SMILES	ZTA DNA inh	EBNA-1 inh	PAFAH1B3 inh	PREPL inhibitor	PAFAH2 inh	LYPLA1 counter	pPAFAH inh	LYPLA2 inh	PAFAH1B2 inh
Cc1cc(Cl)ccc1NC(=S)N1CCC(C(N)=O)(N2CCCCC2)CC1	-13	-20	1	2	-2	2	1	7	-1
Cn1c(SCC(=O)c2c(N)n(C)c(=O)n(C)c2=O)nnc1-c1ccc(F)cc1	-18	4	12	9	4	-2	-1	-5	8
Cc1c(NC(=O)C2CCCN2C(=O)c2cccs2)c(=O)n(-c2ccccc2)n1C (stereo not given)	1	-2	14	-4	1	-2	-3	3	-3
O=C(NCc1ccc(F)cc1)C(c1ccncc1)N(C(=O)c1csnn1)C1CC1 (stereo not given)	6	6	4	4	5	-2	16	2	4
Cc1cc(C)c(NC(=O)C2CCCO2)c(C)c1NC(=O)C1CCCO1 (stereo not given)	-1	-3	6	9	-9	2	4	3	-1
CNCC(=O)Nc1ccc(Cl)c(C(F)(F)F)c1	-7	1	22	-8	-2	0	3	-2	6
Cc1noc(C)c1NC(=O)N(C)C[C@H]1Oc2ccc(NS(=O)(=O)c3cn(C)cn3)cc2C(=O)N([C@H](C)CO)C[C@@H]1C	nt	nt	1	2	-1	nt	2	nt	3
Fc1cccc(F)c1/C=N/NC(=S)Nc1cccnc1	2	2	9	-2	-3	5	2	1	3
CC1(C)CC(=O)C2=C(C1)NC1=C(C(=O)c3ccccc31)C2c1cc([N+](=O)[O-])ccc1O (stereo not given)	12	-5	6	38	9	-11	18	-3	4
CCCN1CCN(S(=O)(=O)c2cc3c(cc2C)NC(=O)CO3)CC1	5	-13	7	-1	-3	3	8	5	2
Cc1ccc(C(=O)NC2CC(C)(C)NC(C)(C)C2)c(C)c1	-8	-5	4	2	3	1	1	8	2
CC(=O)c1sc2nsc(SCCN3CCOCC3)c2c1N	6	3	nt	2	nt	0	3	-1	nt
